Source: PubChem BioAssay (Broad Institute)
E-sel inducer: induces E-selectin expression in human endothelial cells | P16581 | HUVEC E-selectin immunofluorescence imaging; normalized: neutral wells 0, TNF-alpha wells 100 | activation, % at 7.58 µM | 260,000 tested, 0.37% active | AID 686992;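 active means mean E-selectin-positive cell signal at least 10% of the positive control, reached in at least 60% of replicates, without over 20% cell loss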;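 further: in these data hits start at about 27%; measured in HUVEC primary endothelial cells; signal is the percent of cells scored E-selectin positive by PE staining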
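Material: HUVEC primary endothelial cells; Amount: 3,000 cells per well; Dosing: single concentration; Medium: EGM-2 growth medium on 0.1% gelatin-coated wells; Read-out basis: percent E-selectin-positive cells; Signal: immunofluorescence imaging; Control set: TNF-alpha, DMSO.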
RAD54 inh: blocks human RAD54 Holliday junction branch migration. FAM/BHQ fluorescence. inhibition, % at 10.4 µM. 360,000 tested, 0.14% active. AID 602329;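 active means mean normalized replicate activity at least 40 and at least half of replicates scoring 40 or more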;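 further: 0% = median of neutral control wells and 100% = median of positive control wells; inhibitors cause a drop in the FAM fluorescence signal; in these data hits start at about 50%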
RAD52 anneal inh: inhibitors of human RAD52 DNA annealing; P43351; recombinant RAD52 DNA annealing, FRET fluorescence; inhibition, % at 18.7 µM; 360,000 tested, 0.46% active;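 active means every replicate showing at least 50% inhibition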
Target sequence (P43351 whole entry, looked up): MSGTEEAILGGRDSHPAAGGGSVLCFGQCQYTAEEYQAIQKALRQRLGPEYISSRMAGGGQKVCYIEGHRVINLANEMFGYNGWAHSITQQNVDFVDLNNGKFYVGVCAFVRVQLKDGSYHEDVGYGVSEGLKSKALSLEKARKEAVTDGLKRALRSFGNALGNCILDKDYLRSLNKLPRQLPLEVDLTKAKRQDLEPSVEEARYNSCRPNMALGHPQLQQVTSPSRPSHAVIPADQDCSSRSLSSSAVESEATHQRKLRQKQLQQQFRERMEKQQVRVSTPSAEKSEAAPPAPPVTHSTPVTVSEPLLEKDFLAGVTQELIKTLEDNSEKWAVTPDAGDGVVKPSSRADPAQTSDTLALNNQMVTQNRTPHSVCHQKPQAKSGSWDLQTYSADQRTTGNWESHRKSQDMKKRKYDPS
PglD DTNB: inhibitors of Campylobacter jejuni PglD acetyltransferase | 360,000 tested, 0.098% active | purified PglD enzyme, DTNB colorimetric CoA detection | inhibition, % at 12.5 µM; in the data active means inhibition above about 16%, passing the limit was not always enough; further: strong numbers were not always called active
ERp5 block: inhibitors of human ERp5. Q15084. ERp5 insulin aggregation, absorbance 650 nm, 90 min. inhibition, % at 9.99 µM. 350,000 tested, 0.05% active. AID 651711;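 active means mean replicate inhibition above about 25%, with every replicate also reaching it, limit read from the data, passing the limit was not always enough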
Target sequence (Q15084 whole entry, looked up): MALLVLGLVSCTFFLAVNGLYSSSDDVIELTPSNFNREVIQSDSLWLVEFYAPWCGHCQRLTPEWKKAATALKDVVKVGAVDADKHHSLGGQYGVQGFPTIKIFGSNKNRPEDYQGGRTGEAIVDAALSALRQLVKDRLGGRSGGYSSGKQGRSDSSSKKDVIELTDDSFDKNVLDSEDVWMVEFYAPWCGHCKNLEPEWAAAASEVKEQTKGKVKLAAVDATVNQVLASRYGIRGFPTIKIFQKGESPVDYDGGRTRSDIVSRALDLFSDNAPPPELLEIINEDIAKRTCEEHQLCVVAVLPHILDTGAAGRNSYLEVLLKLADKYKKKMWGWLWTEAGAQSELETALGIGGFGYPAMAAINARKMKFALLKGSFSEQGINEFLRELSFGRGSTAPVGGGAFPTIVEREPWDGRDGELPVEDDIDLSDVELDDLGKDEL
ARNT TACC3 PPI: disruptors of human ARNT/TACC3 interaction; 390,000 tested, 0.66% active; AlphaScreen His-ARNT PAS-B/GST-TACC3 binding, luminescence; TACC3 fragment carries E629A point mutation; AID 623870; inhibition, % at 9.99 µM;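 active means mean inhibition of replicates at least 50% and at least half of replicates each reaching 50%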;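 further: 0% = complete ARNT plus TACC3 wells and 100% = ARNT alone without TACC3; many hits fall short of the cut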
esBAF inh: inhibitors of esBAF chromatin remodeling in mouse ES cells | Bmi1-luciferase knock-in reporter, 24 h; 100% = twice the neutral-well signal | reporter increase, % at 12.5 µM | 350,000 tested, 2% active | AID 602393; in the data active means activation above about 40%;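 further: 0% = median of the plate's neutral control wells and 100% = double that signal; a rise in the Bmi1 reporter signal indicates esBAF inhibition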
CASP6 VEID inh: caspase-6 (human) enzyme inhibition | purified caspase-6, Z-VEID-R110 cleavage fluorescence | inhibition, % at 12.5 µM | 350,000 tested, 0.53% active;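 active means mean inhibition across replicates at least about 35%, with every replicate also reaching that limit, limit read from the data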;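 further: 0% = median of neutral control wells and 100% = no fluorescence left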
* = called active by the depositor; . = not tested or not shown.

The line under a structure holds: E-sel inducer	RAD54 inh	RAD52 anneal inh	PglD DTNB	ERp5 block	ARNT TACC3 PPI	esBAF inh	CASP6 VEID inh
COc1ccc(CCNC(=O)c2cc(S(=O)(=O)N3CCC4(CC3)OCCO4)ccc2F)cc1OC
→ .	.	-5.3	.	-0.9	-2.4	.	-1.8
Cc1ccc(C(=O)N/C(N)=N/c2nc3ccccc3o2)cc1
→ .	-2.6	-10.4	-1.2	3.0	-2.9	43.5*	0.0
COc1ccc(CNC(=O)CCCN2C(=O)c3ccccc3C2=O)cc1
→ -0.2	-6.2	-0.7	5.8	-4.1	.	-2.8	-0.9
O=C(Nc1ccc2c(c1)OCO2)c1ccc2nc([C@@H]3O[C@H](CO)[C@H](O)[C@H](O)[C@H]3O)[nH]c2c1
→ 0.2	-1.8	-0.9	-0.2	-6.4	.	-3.3	.
OCCNc1ncnc2ccc(Br)cc12
→ .	3.1	.	3.7	.	0.8	-15.1	.
CC1C(=O)CC(c2ccccc2)N(C)C1c1ccccc1 (centres undefined)
→ 0.6	8.8	11.9	2.6	-4.3	-5.6	-6.0	-1.3
CCCN1CCC(NC(=O)Nc2ccc(Br)cc2)CC1
→ 0.2	7.1	-1.5	-7.5	0.2	10.0	9.6	-16.7
OCCC1CN(Cc2cccc(OC3CCCC3)c2)CCN1Cc1ccsc1 (centres undefined)
→ -0.4	.	-9.8	.	-5.3	-11.9	.	3.1
N#CN/C(=N\S(=O)(=O)c1ccccc1)c1ccccc1
→ .	2.4	-4.6	5.1	-2.7	-2.2	0.1	2.7
COc1ccc(Br)cc1/C=N/NS(=O)(=O)c1ccccc1
→ .	-3.9	-18.4	5.8	-1.3	.	0.0	5.0
CCOC(=O)C1CCCN(c2c(N3CCN(C)CC3)c(=O)c2=O)C1 (centres undefined)
→ 3.9	3.8	-8.7	0.0	-9.9	-2.0	-5.5	-2.5
COc1ccc(CN(C)C[C@H]2Oc3c(NS(=O)(=O)c4ccc(F)cc4)cccc3C(=O)N([C@@H](C)CO)C[C@@H]2C)cc1
→ 0.1	-5.0	-3.0	-5.5	5.2	-1.8	3.0	2.3
COc1ccc(C#Cc2ccc([C@H]3[C@H](CO)N4CCCCN(Cc5ccccc5F)C[C@@H]34)cc2)cc1
→ 0.7	29.3	2.9	5.9	-3.6	24.5	-7.4	-0.4
C[C@@H]1CN([C@H](C)CO)C(=O)c2cc(NS(=O)(=O)c3ccccc3)ccc2O[C@@H](C)CCCCO[C@H]1CN(C)S(=O)(=O)c1cccs1
→ .	-6.9	-32.9	1.2	-4.2	-8.2	-2.4	-0.9
Cc1ccc(NC(=O)/C(=C\C=C\c2ccccc2)NC(=O)c2ccccc2)cc1
→ .	-3.3	.	5.8	.	-4.7	9.2	.
COc1ccc(CCNC(=O)CSc2nc3[nH]ncc3c(=O)n2-c2cccc(C(F)(F)F)c2)cc1OC
→ -1.9	.	-51.1	.	12.0	5.1	.	1.5
Nc1nc2ccccc2n1C(=O)CCc1ccccc1
→ .	-10.2	.	-1.3	.	-4.1	-3.7	.
O=C(O)C1CC(C(=O)O)SS1 (centres undefined)
→ 0.3	2.5	-6.6	1.1	-3.8	9.2	-5.8	12.8
Cc1c(C(=O)N2CCOCC2)oc2ccc(S(=O)(=O)N3CCCCCC3)cc12
→ .	6.1	.	0.0	.	-1.1	11.1	.
O=C(CNCc1ccc(Cl)cc1)N1CCc2ccccc2C1
→ .	16.0	3.0	-7.8	1.0	-0.3	-4.4	-0.7
C1CCc2nc3c(nc2C1)CCCC3
→ .	0.2	-5.1	-2.2	4.0	-7.4	-10.6	-2.6
CCOc1cc(NC(=S)NCC2CCCO2)c(OCC)cc1NC(=O)c1ccc(F)cc1 (centres undefined)
→ 2.7	9.1	-2.6	2.5	-1.0	2.2	-3.7	-2.0
CCCCn1c(CN(Cc2ccccc2)Cc2ccccc2)nc2c1c(=O)n(C)c(=O)n2C
→ .	5.3	.	8.2	.	-14.7	-1.4	.
C=CCc1cc(Cl)ccc1OCCOCCNC(C)CC (centres undefined)
→ -0.1	0.9	-4.2	0.3	1.7	2.4	-5.5	-2.2
O=C(NCC[C@H]1CC[C@@H](NS(=O)(=O)c2ccc(F)cc2)[C@H](CO)O1)c1ccc2c(c1)OCO2
→ 0.2	3.0	-17.7	-43.8	-0.4	-6.6	1.9	-7.9
CCCC(=O)c1ccc(N2CCCCCC2)c(F)c1
→ .	-3.1	.	0.6	.	-3.2	52.0*	.
C/C=C/c1ccc2c(c1)O[C@@H](CN(C)S(=O)(=O)c1ccccc1OC)[C@H](C)CN([C@@H](C)CO)S2(=O)=O
→ -0.1	1.3	-11.7	0.1	-7.3	2.2	-2.8	-0.4
COc1ccc2cc3cc(C(=O)N4CCCC(C)C4)oc3nc2c1 (centres undefined)
→ .	2.8	-5.6	4.1	4.9	3.0	15.9	4.3
CCC(CO)Nc1ccn2nc(-c3cccs3)cc2n1 (centres undefined)
→ -0.1	1.9	-1.1	0.4	-5.3	.	55.2*	4.8
Cc1ccc(C)c(CN2CCC(CNC(=O)Nc3ccc(C)c(F)c3)CC2)c1
→ .	3.0	-6.1	-1.1	-4.2	6.6	-17.3	-2.8

Overlap with the part before: 2 entries, then new ones.
The line under a structure holds: E-sel inducer	RAD54 inh	RAD52 anneal inh	PglD DTNB	ERp5 block	ARNT TACC3 PPI	esBAF inh	CASP6 VEID inh
CCC(CO)Nc1ccn2nc(-c3cccs3)cc2n1 (centres undefined)
→ -0.1	1.9	-1.1	0.4	-5.3	.	55.2*	4.8
Cc1ccc(C)c(CN2CCC(CNC(=O)Nc3ccc(C)c(F)c3)CC2)c1
→ .	3.0	-6.1	-1.1	-4.2	6.6	-17.3	-2.8
Cc1ccc(NS(=O)(=O)c2ccc(-c3coc(C)n3)cc2)c(Br)c1
→ .	3.0	-19.0	-5.7	-1.6	-0.3	-7.1	7.0
O=C(NCc1ccccc1)C(c1ccccc1F)n1c(=O)c(-c2cc3ccccc3[nH]2)nc2ccccc21 (centres undefined)
→ 0.0	.	-26.9	.	2.6	.	.	0.2
COc1ccc(C(=O)N/C=C/n2cnc3cc(C(F)(F)F)ccc32)cc1
→ 6.5	4.3	-4.9	-0.9	4.9	4.7	.	-0.1
C[C@@H]1CN([C@@H](C)CO)C(=O)c2cccc(NS(=O)(=O)c3ccccc3)c2O[C@@H]1CN(C)Cc1ccc(Cl)c(Cl)c1
→ .	7.8	-21.0	0.3	-2.7	-1.7	3.1	-2.1
COc1ccc(Nc2nnc(C)c3ccccc23)cc1
→ -0.7	3.3	7.4	9.3	2.3	1.7	17.5	0.2
COc1ccc(CN(C)C[C@H]2Oc3ccc(NC(=O)Nc4ccccc4)cc3CC(=O)N([C@H](C)CO)C[C@H]2C)cc1
→ 0.3	1.9	-11.7	-3.1	-8.0	8.0	1.3	-0.8
COc1cccc(C(=O)N2CCSC2=S)c1
→ .	-2.1	-1.7	-5.4	-0.5	-1.3	0.1	-3.1
Cc1cc(NC(=O)CN2C(=O)NC3(CCCCC3)C2=O)ccc1N1CCCC1
→ .	.	-10.1	.	3.8	3.0	.	0.1
CC(C)CC(=O)Nc1ccc(S(=O)(=O)Nc2nccs2)cc1
→ 0.3	-2.0	-3.1	-4.4	3.4	-5.9	-3.4	6.1
Cc1ccc(C)c(NC(=S)N2CCC(NC(=O)c3cccc(F)c3)CC2)c1
→ .	9.7	-11.0	1.9	-1.6	.	0.7	9.7
C(CNC1C2CC3CC(C2)CC1C3)CN1CCOCC1 (centres undefined)
→ 1.5	.	4.1	-7.5	-6.8	-2.9	-1.3	-8.3
Cc1cc(C)c(S(=O)(=O)c2ccc(Cl)cc2C)c(Cl)n1
→ .	.	-15.4	.	-0.8	-9.4	.	-1.6
CC=Cc1ccc2n(c1=O)C[C@H]1[C@H](CO)[C@@H](C(=O)NCCOC)[C@@H]2N1Cc1nccs1 (mixture of isomers)
→ 0.0	-1.4	5.7	8.8	-3.9	-5.2	-5.0	4.7
COc1cc(SC)ccc1C(=O)N1CCN(Cc2ccccc2)CC1
→ -0.7	.	-12.9	.	-5.0	-6.5	.	.
CCCN(C(=O)/C=C/c1nc2ccccc2s1)C1CCS(=O)(=O)C1 (centres undefined)
→ -0.3	-7.8	-27.9	2.0	3.6	.	11.5	1.0
S=c1[nH]nc(COc2cccc(Cl)c2)n1Cc1ccccc1
→ .	3.6	-8.8	2.6	-4.9	18.5	-6.1	-0.7
CC1CCCCC1NC(=O)COC(=O)Cc1ccc(Cl)cc1 (centres undefined)
→ -0.6	4.7	-21.7	-8.6	-1.3	-2.4	-1.1	-0.8
C[C@@H]1CN([C@@H](C)CO)C(=O)c2cc(NC(=O)CCN3CCOCC3)ccc2O[C@H]1CN(C)Cc1ccc(Cl)c(Cl)c1
→ -1.7	0.1	-1.1	-1.3	-4.1	-2.8	-1.5	1.4
COc1cccc(-c2c(C(=O)N/N=C/c3ccncc3)nnn2-c2nonc2N)c1
→ .	1.2	-10.5	4.8	5.4	-6.1	-4.1	8.6
CCCCn1nc(C(=O)Nc2cc(C(F)(F)F)ccc2N2CCOCC2)ccc1=O
→ -0.2	3.7	-8.5	7.1	5.7	3.0	-19.2	-1.3

Reprinted at random: 3 compounds from above.
The line under a structure holds: E-sel inducer	RAD54 inh	RAD52 anneal inh	PglD DTNB	ERp5 block	ARNT TACC3 PPI	esBAF inh	CASP6 VEID inh
CC=Cc1ccc2n(c1=O)C[C@H]1[C@H](CO)[C@@H](C(=O)NCCOC)[C@@H]2N1Cc1nccs1 (mixture of isomers)
→ 0.0	-1.4	5.7	8.8	-3.9	-5.2	-5.0	4.7
Cc1ccc(NS(=O)(=O)c2ccc(-c3coc(C)n3)cc2)c(Br)c1
→ .	3.0	-19.0	-5.7	-1.6	-0.3	-7.1	7.0
C(CNC1C2CC3CC(C2)CC1C3)CN1CCOCC1 (centres undefined)
→ 1.5	.	4.1	-7.5	-6.8	-2.9	-1.3	-8.3

(continued)
The line under a structure holds: E-sel inducer	RAD54 inh	RAD52 anneal inh	PglD DTNB	ERp5 block	ARNT TACC3 PPI	esBAF inh	CASP6 VEID inh
Cc1ccccc1-c1nnc(SCC(=O)Nc2ccc(Cl)cc2)n1N
→ .	-0.7	.	0.2	.	-1.8	4.2	.
COc1cc(NC2c3ccccc3C(=O)N2Cc2ccccc2Cl)cc(OC)c1 (centres undefined)
→ 0.8	0.5	-18.9	3.8	0.7	3.3	-10.5	0.4
CC(=O)c1ccc(-c2ccc(C(=O)Nc3nc(-c4ccccn4)cs3)o2)cc1
→ 11.7	1.5	-25.1	-0.4	10.8	49.6*	33.0	3.7
Cc1ccccc1C(=O)/C(C#N)=N/Nc1c(C)n(C)n(-c2ccccc2)c1=O
→ -0.3	9.8	.	-9.3	.	56.7*	.	.
O=C(COC(=O)c1ccc[nH]c1=O)Nc1ccc(N2CCCCC2)cc1
→ .	-0.6	-5.2	5.8	-5.7	-16.6	-74.8	-0.3
COc1ccc(-c2noc(CCC(=O)NCc3cccnc3)n2)cc1
→ .	1.5	-2.6	3.2	2.0	8.4	3.3	2.0
COc1ccc2c(c1OC)C(=O)OC2CC(=O)O (centres undefined)
→ .	3.6	.	3.0	.	-1.2	-3.4	.
COc1cc(NS(=O)(=O)c2ccc(NC(C)=O)cc2)ncn1
→ .	-0.9	.	-3.1	.	16.4	-1.5	.
C[C@H]1CN([C@@H](C)CO)C(=O)c2cc(-c3cncnc3)cnc2O[C@H]1CN(C)C(=O)Cc1ccccn1
→ -0.3	4.6	-2.7	-27.9	-1.1	-1.1	-3.1	-0.5
C#CC[N+](C)(C)CC#Cc1ccc(C)cc1
→ 2.2	.	-3.9	.	7.5	-8.4	.	-21.5
CCN(CC)C(=O)Cn1cc(S(=O)(=O)CC(=O)NC2CCCCC2)c2ccccc21
→ 2.9	-10.5	-2.4	3.0	7.0	2.3	0.8	2.9
C[C@@H]1CCCCO[C@@H](CN(C)C(=O)Nc2ccc(C(F)(F)F)cc2)[C@@H](C)CN([C@H](C)CO)C(=O)c2cc(NS(C)(=O)=O)ccc2O1
→ 0.1	0.4	11.5	-2.2	1.7	-3.6	-2.5	1.4
Cc1cc(C)c(OCC(=O)Nc2cccc(NC(=O)c3ccco3)c2)c(Br)c1
→ .	-1.5	.	-2.0	.	-6.8	9.8	.
